Source: PubChem (National Center for Advancing Translational Sciences (NCATS))
D2 PAM: HTS Assay for Positive Allosteric Modulators of the Human D2 Dopamine Receptor: Primary Screen for Potentiators | D(2) dopamine receptor (Homo sapiens), P14416 | HEK293 T-REx D2, calcium flux, EC20 dopamine potentiation | actives 0.34% (n = 340,000) | potentiation, % at 10 µM | AID 485347, 2010;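 active = potentiation over 3 SD above the plate norm, cut at about 30% in these data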; note: 0% is about no effect
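Tetracycline-induced Hek293 Trex D2 cells, force-coupled to calcium, loaded with no-wash calcium dye. Compound added with 180 s kinetic read for agonism, then EC20 dopamine and a further 180 s read for potentiation.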
D1 antagonist: Antagonist of Human D 1 Dopamine Receptor: qHTS | D(1A) dopamine receptor (Homo sapiens), P21728 | HEK293 TREx D1 cells, calcium flux, dopamine EC80; hits give low values | activity change, negative = inhibition, % at 10 µM | actives 3.2% (n = 360,000) | AID 504652, 2011; in the data active = activity change below about -30%; note: % is set by controls: 0 for no effect and ±100 for the full control effect
Target sequence (P21728 whole entry, looked up): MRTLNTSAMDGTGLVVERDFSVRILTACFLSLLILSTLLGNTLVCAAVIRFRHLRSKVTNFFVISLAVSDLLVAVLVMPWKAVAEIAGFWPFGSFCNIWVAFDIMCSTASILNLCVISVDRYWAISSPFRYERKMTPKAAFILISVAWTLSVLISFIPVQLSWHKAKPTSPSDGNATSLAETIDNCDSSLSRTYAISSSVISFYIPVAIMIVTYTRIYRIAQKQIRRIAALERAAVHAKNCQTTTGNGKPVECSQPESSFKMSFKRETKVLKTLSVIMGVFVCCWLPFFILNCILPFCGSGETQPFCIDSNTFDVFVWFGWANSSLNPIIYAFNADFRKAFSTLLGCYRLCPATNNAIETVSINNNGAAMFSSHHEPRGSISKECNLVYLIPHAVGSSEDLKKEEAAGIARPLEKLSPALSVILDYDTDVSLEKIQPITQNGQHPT
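Cells carrying a force-coupled, tetracycline-inducible human D1 receptor report calcium flux. Each well gets a 10 s baseline, compound with 180 s monitoring, then an EC80 dopamine stimulus with a second 180 s kinetic read.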
D2 ag: HTS Assay for Allosteric Agonists of the Human D2 Dopamine Receptor: Primary Screen for Agonists; D(2) dopamine receptor (Homo sapiens), P14416; HEK293 T-REx D2 cells, calcium flux agonist mode; activation, % at 2 µM; actives 0.53% (n = 340,000);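 active = activation over 3 SD above normal in the single-dose calcium agonist read, cut at about 30% in these data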; note: 0% is about no effect
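Agonism scored from kinetic calcium signal (1 read/sec, 180 s) following compound pin transfer, after a 10 s baseline. Cells: HEK293 Trex line expressing inducible D2 receptor coupled to calcium, dye-loaded after overnight culture at 30 C.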
RXFP1 antagonist: qHTS Assay for Antagonists of the Relaxin Receptor RXFP1. Relaxin receptor 1 (Homo sapiens), Q9HBX9. activity change, negative = inhibition, % at 57.5 µM. actives 0.59% (n = 350,000). HEK293-RXFP1, relaxin-stimulated cAMP HTRF, 30 min; hits give low values;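 active = activity change of -60% or lower, but not beyond a set lower limit; inconclusive = change between -60% and -40%, or beyond the set limit; inactive = change above -40%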; note: % is set by controls: 0 for no effect and ±100 for the full control effect
D1 agonist: Allosteric Agonists of the Human D1 Dopamine Receptor: qHTS | D(1A) dopamine receptor (Homo sapiens), P21728 | HEK293 T-REx D1 cells, calcium flux, agonist mode | activation, % at 2 µM | actives 1% (n = 360,000) | AID 504660, 2011; in the data active = activation above about 30%; note: 0% is about no effect
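Tetracycline-induced HEK293 TREx D1 cells, force-coupled to calcium signalling, were dye-loaded with a no-wash calcium kit. Compound was pin-added after a 10 s baseline. Fluorescence was read kinetically at 1 cycle/s for 180 s, with calcium rises flagged as agonism.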
D2 antagonist: HTS Assay for Allosteric Antagonists of the Human D2 Dopamine Receptor: Primary Screen for Antagonists; inhibition, % at 10 µM; AID 485344, 2010; HEK293 TREx D2 cells, calcium flux, dopamine EC80; actives 2% (n = 340,000); in the data active = inhibition above about 30%; note: 0% is about no effect
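Calcium mobilization kinetics were recorded at 1 s intervals in tetracycline-induced HEK293 T-REx D2 cells, first for 180 s after compound addition and then 180 s after EC80 dopamine.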
TRHR enhancer: qHTS for Small Molecule Agonists and Allosteric Enhancers of Human TRH Receptor: Primary Screen for Enhancers; enhancement, % at 2 µM; TRHR cells, fluo-8 calcium fluorescence, EC20 TRH enhancement; actives 0.66% (n = 360,000); Thyrotropin-releasing hormone receptor (Homo sapiens), P34981; in the data active = enhancement above about 30%; note: 0% is about no effect
Target sequence (P34981 whole entry, looked up): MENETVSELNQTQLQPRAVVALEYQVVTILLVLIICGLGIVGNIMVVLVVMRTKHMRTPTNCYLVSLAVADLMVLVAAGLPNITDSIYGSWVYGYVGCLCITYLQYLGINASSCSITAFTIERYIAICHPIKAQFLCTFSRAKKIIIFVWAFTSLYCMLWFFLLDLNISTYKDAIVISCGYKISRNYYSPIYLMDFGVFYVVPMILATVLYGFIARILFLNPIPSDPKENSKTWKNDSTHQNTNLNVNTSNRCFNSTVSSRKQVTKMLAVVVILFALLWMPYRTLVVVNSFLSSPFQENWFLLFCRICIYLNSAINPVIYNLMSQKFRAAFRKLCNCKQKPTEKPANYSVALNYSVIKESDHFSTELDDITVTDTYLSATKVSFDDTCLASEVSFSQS
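TRHR-expressing cells loaded with fluo-8 calcium dye were read kinetically (ex 480/em 530) during compound addition, then stimulated with an EC20 of TRH (10 nM final). Enhancement of the Gq-mediated intracellular calcium response was scored.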
D1 PAM: Potentiators of Human D1 Dopamine Receptor: qHTS | HEK293 TREx D1 cells, calcium flux, dopamine EC20 potentiation | actives 0.036% (n = 360,000) | D(1A) dopamine receptor (Homo sapiens), P21728 | AID 504651, 2011 | potentiation, % at 10 µM; in the data active = potentiation above about 30%; note: 0% is about no effect
RXFP1 agonist: qHTS Assay for Agonists of the Relaxin Receptor RXFP1; Relaxin receptor 1 (Homo sapiens), Q9HBX9; HEK293T-RXFP1 cAMP TR-FRET, 30 min; response scale: percent of porcine relaxin response, buffer zero; Potency, µM (top dose mostly 57.5 µM), for inactives: at the highest dose activation, usual class: activators; actives 0.3% (n = 370,000); active = well fitted activation curve with a large enough effect; inconclusive = small, poorly fitted or top-dose-only effect; note: potency is the fitted concentration of half-maximal effect; % is set by controls: 0 for no effect and ±100 for the full control effect; nearly all actives have a fitted effect of over 60% in size; many of its hits are not listed in these tables
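cAMP rise read by TR-FRET after 30 min, 37C compound exposure (up to 58 uM) in RXFP1-transfected HEK293 cells with Ro 20174 present. EC50 from Hill-equation fits, with 29 nM porcine relaxin as 100% and buffer as basal.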
Starred values were filed as active, the others as inactive; ? = inconclusive; . = not tested or not shown; & = joins results of further samples; ! = a repeat was not active. Only part of the results is shown; rates above refer to the full screens.

SMILES	D2 PAM	D1 antagonist	D2 ag	RXFP1 antagonist	D1 agonist	D2 antagonist	TRHR enhancer	D1 PAM	RXFP1 agonist
CC(C(=O)Nc1ccc2c(c1)OCCO2)N1CCN(C(=O)c2ccco2)CC1 (stereo not drawn)	-5	-2	.	-1	-1	.	-3	2	0.3%
CCOC(=O)C1CCCN(C(=O)c2cc(S(=O)(=O)N(C)C)ccc2N2CCCC2)C1 (stereo not drawn)	1	3	-0.2	-71*	0	1	-12	2	-0.9%
COCCNC(=O)Cn1cc(S(=O)(=O)Cc2ccccc2Cl)c2ccccc21	-5	3	-0.7	-12	2	.	-2	-2	4.6%
COc1ccc(C(=O)Nc2ncc3c(n2)-c2ccccc2CC3)cc1	-5	-3	0.1	-14	1	-3	1	0	0.6%
CC(C)OCCCNc1ccc(N2C(=O)CCCC2=O)cc1[N+](=O)[O-]	2	3	-0.6	2	5	-12	4	1	0.6%
CCOc1cccc(NC(=O)CC#N)c1	11	-12	-0.4	-13	5	7	1	1	-0.4%
Cc1ccccc1Nc1nc(N)nc(COC(=O)c2ccccc2)n1	-1	5	0.0	-5	1	19	5	-4	-0.1%
CCC(=O)N(Cc1cc2ccccc2[nH]c1=O)c1ccccc1OC	6	-1	-0.8	-5	2	2	-2	-19	0.0%
CS(=O)(=O)NCc1nnc(SCc2ccccc2C(F)(F)F)o1	3	11	-0.4	-7	1	3	0	-5	2.2%
O=C1c2cccnc2C(=O)N1C1CCCCC1	.	-6	.	6	3	.	-3	-3	1.6%
CCOc1cc(-c2c(C#N)c(=O)[nH]c3c2c(C)nn3-c2ccc(F)cc2)ccc1O	23	3	-0.3	-1	5	-12	5	0	4.5%
CCOc1ccc(-c2nnc(N(CC)C(=O)C3CCC3)s2)cc1	.	-28	1.6	-11	1	-4	17	-5	0.4%
CC(O)Cc1cn(CC(=O)N2CCNCC2)nn1 (stereo not drawn)	-10	-17	0.1	.	3	17	-7	-4	1.6%
Cc1c(CCOC(=O)c2ccccc2)sc[n+]1Cc1ccccc1	-10	-4	-0.3	0	2	-26	4	-10	-0.5%
COc1ccccc1CNC(=O)c1nccnc1CO	12	-8	-0.1	-1	4	-6	2	-1	1.4%
CCOc1ccc(CCNC(=O)CCn2nc(C)c3c(C)n(-c4ccccc4)nc3c2=O)cc1	4	-12	0.3	-7	0	9	-7	-12	-0.5%
COc1ccc(C(=O)NCc2c(CC(C)C)oc(C)c2C(=O)O)cc1	1	1	-0.6	3	2	6	-3	0	0.3%
COCc1c(C(=O)N/N=C/c2c[nH]c3ccccc23)nnn1-c1nonc1N	-2	-25	0.4	-5	3	1	-1	-10	5.0%
O=C1CSC(=S)N1Cc1cccnc1	3	-13	0.6	-5	12	12	4	1	1.3%
O=C(NCCS(=O)(=O)N1CCN(c2ccccc2F)CC1)C1CC(=O)N(c2ccccc2)C1 (stereo not drawn)	-7&8	4&7	.	1&1	115*!	.	5&6	-2&3	0.1%&3.0%

Only RXFP1 agonist (2 entries from above):
structure	RXFP1 agonist
CCOc1ccc(-c2nnc(N(CC)C(=O)C3CCC3)s2)cc1	0.4%
COCCNC(=O)Cn1cc(S(=O)(=O)Cc2ccccc2Cl)c2ccccc21	4.6%

The listing continues.
SMILES	D2 PAM	D1 antagonist	D2 ag	RXFP1 antagonist	D1 agonist	D2 antagonist	TRHR enhancer	D1 PAM	RXFP1 agonist
OC1(c2cccc(C(F)(F)F)c2)CCN(c2ncnc3c2[nH]c2ccc(F)cc23)CC1	10	-7	0.0	-89*	2	-18	-5	-5	3.8%
COC(=O)c1cc(NC(=O)c2cc(C(C)(C)C)nn2Cc2ccc(F)cc2)ccc1N1CCOCC1	4	-2	1.8	-4	3	13	6	-1	-0.9%
CCC(=O)N1CCc2cc(S(=O)(=O)CCC(=O)NCc3ccccc3Cl)ccc21	-3	0	-0.2	.	-1	.	-1	1	0.6%
O=C(Cc1cccs1)N/N=C/C=C/c1ccccc1	6	-14	0.7	.	5	-2	-4	-3	0.1%
CC(=O)Nc1ccc(NC(=O)C(C)OC(=O)c2oc3ccccc3c2C)cc1 (stereo not drawn)	9	-12	0.9	11	3	-7	4	1	2.7%
NNC(=S)NCCc1ccccc1	2	7	1.3	-17	2	6	1	-2	-0.5%
Cc1ccc(C)c(N2CCN(C(=O)CCn3c(=O)[nH]c4ccccc4c3=O)CC2)c1	13	5	1.1	-5	1	.	7	-2	0.3%
O=C(NCCCCNC(=O)c1ccco1)c1ccco1	5	1	0.6	8	3	-8	3	-3	2.1%
O=C(Nc1ccc(Cl)c(Cl)c1)Nc1nnc(-c2ccncc2)s1	16	-3	0.9	-13	1	-9	1	-6	5.3%
NC(Cc1c[nH]c2ccccc12)C(=O)NCc1ccco1 (stereo not drawn)	0	-1	-1.1	4	1	2	-2	-2	0.8%
CS(=O)(=O)N(CC(=O)N1CCOCC1)c1cccc([N+](=O)[O-])c1	-1	-6	0.1	-11	3	0	-1	-10	4.7%
CC(C)COC(=O)c1ccccc1OC(=O)c1ccncc1	0	5	-0.4	-15	2	6	-6	3	-1.6%
O=C(CSC(=S)N1CCCC1)Nc1cc2c(cc1Br)OCCO2	4	-22	-0.5	-2	0	-8	-8	0	1.1%
COc1ccc2[nH]c(=O)c(C(c3nnnn3CC3CCCO3)N3CCCCC3)cc2c1 (stereo not drawn)	0	2	-1.3	-5	3	-7	-1	-1	-1.4%
CCN(CC)C(=O)CSc1nnc(-c2ccccn2)n1-c1ccc(C)c(C)c1	4	-8	0.2	-5	2	-7	-2	5	1.4%
COc1ccc(-c2[nH]c(-c3ccc(F)cc3)nc2SCC(=O)NC2CCCC2)cc1	-16	1	.	6	-1	.	-6	-2	1.0%
Cc1ccc(-c2[nH]ncc2/C=N/n2c(C)nc3ccccc3c2=O)cc1	0	-10	7.4	10	1	-2	-5	-2	-0.4%
CCNS(=O)(=O)c1ccc(CCC(=O)N2CCN(C(=O)OCC)CC2)cc1	-10	-25	0.0	8	11	11	12	0	1.9%
Cc1ccc(C)c(NC(=O)NCc2ccc3c(c2)CCN3C(=O)c2ccccc2)c1	-6	-6	.	-11	0	.	2	-1	-0.4%
COc1cccc(C(=O)SC2=NCCS2)c1	-5	-9	17	-7	2	0	-1	-5	1.6%
C=C(C)C(=O)NC1=NN(c2ccccc2)C(=O)C1	17	-5	0.2	-16	1	-6	1	-6	0.5%
CSc1ccccc1NC(=S)Nc1ccccc1C(F)(F)F	3	-10	0.6	-2	0	9	5	3	-0.3%
CCC(C)[C@H](NC(=O)c1cc2cc(Cl)ccc2n1C)C(=O)N1CCC[C@H]1C(=O)O (stereo partly drawn)	-5	7	0.3	.	2	-10	4	0	9.8%
CC(C)C(=O)Nc1ccc(O)c(-c2csc(N)n2)c1	11	-4	1.3	-7	-1	28	0	10	0.2%
C#CCSc1nnc(-c2c[nH]c3ccccc23)n1C	-5	1	-0.2	0	2	2	-16	-14	0.2%
NC(=O)C1CCN(c2nc(-c3ccc4ccccc4c3)cs2)CC1	.	-17	.	.	7&1	.	21&-5	-2&-1	2.7%&0.1%
CSCC[C@H](NC(=O)c1cccs1)c1nnc2ccccn12	-11	3	0.2	-5	0	-12	10	7	8.8%
O=C(NCCc1cn2ccsc2n1)c1cccs1	.	4	.	6	9	.	0	-4	1.0%
CC(=O)N1CCCc2cc(S(=O)(=O)Nc3ccc(Cl)cc3F)ccc21	-19	-13	1.0	-2	0	.	-2	-6	-0.6%
Cc1cccc(N2CCN(C(=O)c3cccc(-n4c(C)nc5cccnc54)c3)CC2C)c1 (stereo not drawn)	11	-1	-0.2	?	1	.	1	-2	8.0%
CCOc1ccccc1CNC(=O)CCCn1ncn2c(cc3occc32)c1=O	7&-3	-40*!	-0.3&0.8	6	1&-3	4	-4&-2	-2&-1	-2.0%&-0.3%
CC(=O)N(c1ccccc1)C1CC(C)N(C(=O)c2ccccc2)c2ccccc21 (stereo not drawn)	10	-23	0.9	-6	5	-2	6	16	-3.8%
O=C(Oc1ccccc1N1C(=O)C2CC=CCC2C1=O)c1ccc(Br)cc1 (stereo not drawn)	7	-10	2.7	-1	1	-11	-6	-7	0.5%
COC(=O)[C@@]12CCCN1[C@H](c1ccc(-c3cccc(Cl)c3)c(OC)c1)[C@H]1C(=O)N(C)C(=O)[C@H]12	0	16	-1.5	.	9	7	-3	0	0.2%
CC(=O)Nc1ccc(NC(=O)C(Cc2ccccc2)N2Cc3ccccc3C2=O)cc1 (stereo not drawn)	-4	3	-0.3	7	-1	.	1	0	-0.5%
Cc1ccc(S(=O)(=O)N2CCCCC2)cc1NC(=O)c1c(-c2ccccc2)noc1C	-5	2	-0.2	7	4	-7	-1	-4	-3.9%
Cc1c(O)c(=O)ccn1Cc1ccccc1	-1	9	0.5	.	-2	14	0	-4	5.1%
COc1ccccc1/C=C/C(=O)OCC(=O)Nc1c(F)cccc1F	-8	-6	0.3	-4	-1	-15	-1	-8	0.8%
Fc1ccc(CN2CCCCCCC2)cc1F	22	1	0.6	1	4	-26	17	5	4.8%
O=C(Nc1cccc(NC(=O)c2ccc(F)cc2)c1)c1ccc(F)cc1	10	-6	-2.2	-12	-2	12	-2	-4	0.6%

Quoted from the listing:
Reading of `Cc1c(O)c(=O)ccn1Cc1ccccc1` in D2 PAM: -1
Reading of `C#CCSc1nnc(-c2c[nH]c3ccccc23)n1C` in D2 ag: -0.2
Reading of `CC(=O)Nc1ccc(NC(=O)C(Cc2ccccc2)N2Cc3ccccc3C2=O)cc1` (stereo not drawn) in RXFP1 agonist: -0.5%
Reading of `COc1ccccc1/C=C/C(=O)OCC(=O)Nc1c(F)cccc1F` in TRHR enhancer: -1
Reading of `Cc1ccc(S(=O)(=O)N2CCCCC2)cc1NC(=O)c1c(-c2ccccc2)noc1C` in TRHR enhancer: -1
